Mdm2 ligase inh = Mdm2 E3 ligase (human) inhibition | actives 0.11% (n = 210,000) | signal enhancement, % at 5 µM | Q00987 | AID 1230 | cell-based MDM2 ubiquitination luciferase reporter, 2 h; 0 = plate control, 100 = twice control, blank-subtracted;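 active = signal enhancement of 30% or more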;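 note: luminescence tracks abundance of the self-degrading MDM2-luciferase fusion protein; higher signal means inhibition of MDM2 E3 ligase activity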
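Material: stable MDM2–luciferase fusion reporter cells / Quantity: 2000 cells/well / Dosing: single 5 µM compound dose, 0.2% final DMSO / Buffer or medium: DMEM / Schedule: 4 h cell settling then 2 h compound exposure, 37 °C / Detection: luminescence with SteadyLite reagent, 15 min at room temperature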
TRPN1 ag = activates the zebrafish TRPN1 channel; HEK293 zebrafish TRPN1-YFP, Fluo-8 calcium fluorescence; 100% = response to 87 µM carbachol; activation, % at 3 µM; actives 0.18% (n = 220,000); AID 1424;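 active = activation above its plate's cutoff, the mean activation of test wells on that plate plus 3 SD, cut at about 19% in these data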;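 note: 0% = DMSO alone and 100% = 87 µM carbachol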
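System: zebrafish TRPN1-YFP in HEK293 cells / Dosing: 3 µM single point / Timing: dye loading 1 h at 37 °C, then 30 min room temperature / Signal: Fluo-8 calcium fluorescence, excitation 470-495 nm, emission 515-575 nm / Read-out basis: percent activation from peak over basal fluorescence ratio, control-normalized / Control set: high carbachol 87 µM, low DMSO alone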
Runt-SMMHC FRET = Runt domain-CBFb-SMMHC interaction inhibition. Q01196+Q13951. Cerulean-Runt/Venus-CBFb-SMMHC FRET ratio 530/480, 1 h. inhibition, % at 20 µM. actives 0.74% (n = 220,000);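 active = mean inhibition across duplicate retests at 20 µM reaching about 50%, limit read from the data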;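 note: 0% = DMSO wells and 100% = wells with excess untagged CBFb-SMMHC; inhibitors lower the FRET ratio by blocking Runt binding to CBFb-SMMHC; some results filed as inactive read as strong as hits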
Target sequence (Q01196 whole entry, looked up, the tested form may be a part): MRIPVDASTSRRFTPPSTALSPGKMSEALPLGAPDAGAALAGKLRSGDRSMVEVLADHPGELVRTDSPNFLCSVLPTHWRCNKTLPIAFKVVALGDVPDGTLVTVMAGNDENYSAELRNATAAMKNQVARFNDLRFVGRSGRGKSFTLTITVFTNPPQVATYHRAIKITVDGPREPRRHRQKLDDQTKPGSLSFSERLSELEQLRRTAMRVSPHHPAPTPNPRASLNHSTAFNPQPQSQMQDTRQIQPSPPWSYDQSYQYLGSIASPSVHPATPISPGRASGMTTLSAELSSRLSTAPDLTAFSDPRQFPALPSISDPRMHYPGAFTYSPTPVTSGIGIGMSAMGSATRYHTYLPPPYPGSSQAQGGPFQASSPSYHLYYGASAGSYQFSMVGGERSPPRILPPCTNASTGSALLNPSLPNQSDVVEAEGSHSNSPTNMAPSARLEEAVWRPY
Target sequence (Q13951 whole entry, looked up, the tested form may be a part): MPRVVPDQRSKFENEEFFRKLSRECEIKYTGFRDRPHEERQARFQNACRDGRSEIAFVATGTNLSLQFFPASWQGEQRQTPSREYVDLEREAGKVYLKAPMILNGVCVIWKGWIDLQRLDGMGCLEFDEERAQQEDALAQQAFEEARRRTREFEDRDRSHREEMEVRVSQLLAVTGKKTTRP
TNF necrop inh = TNF-alpha cell death inhibition in Jurkat FADD-/- cells; Jurkat FADD-/- TNF necroptosis rescue, ATP luminescence, 24 h; 0 = TNF only, 100 = no-TNF cells; activation (protection from cell death), % at 10 µM; actives 0.068% (n = 220,000); AID 463075;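 active = activation, meaning protection from cell death, of at least 50% relative to plate controls; inactive = activation below 50%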;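 note: necroptosis triggered by 40 ng/mL TNF-alpha added together with compound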
TRPML3 ag = activates the human TRPML3 channel. AID 1448. HEK293 TRPML3-YFP, Fluo-8 calcium fluorescence; 100% = the carbachol control signal. activation, % at 3 µM. Q8TDD5. actives 0.29% (n = 220,000);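 active = activation above its plate's cutoff, the mean activation of the plate's test wells plus 3 SD, cut at about 12% in these data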;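 note: 0% = DMSO only wells and 100% = carbachol wells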
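Test system: HEK293 cells stably carrying human TRPML3-YFP; Doses: single dose, 3 µM final nominal compound, 0.3% DMSO final; Schedule: dye loading 1 h 37 °C then 30 min ambient, 125 s read; Technique: Fluo-8 calcium fluorescence; Benchmarks: high control carbachol 87 µM, low control DMSO.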
PPC-1+TRAIL kill = compounds killing PPC-1 cancer cells with TRAIL present (potentiator screen, no TRAIL-free arm) | PPC-1 cells + TRAIL, ATPLite viability luminescence | cell killing (% activity), % at 4 µM | actives 0.41% (n = 220,000) | AID 1443;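 active = cell killing above 50% in the first pass at 4 µM, then a duplicate retest at 5 µM averaging 50% or more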;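 note: plate controls were cells with TRAIL plus DMSO for no effect and medium-only wells lacking cells for full effect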
CHOP inhibitor = CHOP inhibition in unfolded protein response; CHO-K1 CHOP-promoter luciferase, tunicamycin-induced, 15-18 h; inhibition, % at 10 µM; actives 3.8% (n = 220,000);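 active = compounds that reduced the stress-induced luciferase reporter signal by more than about 70% of percent inhibition, limit read from the data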;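 note: 0% = tunicamycin plus vehicle and 100% = wells without tunicamycin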
EBV gp42 block = inhibitors of Epstein-Barr virus glycoprotein 42; inhibition, % (tested at 21.74 µM); Fluorescence polarization binding assay, mP read-out; actives 0.42% (n = 220,000); AID 1085; Q1HVG2; in the data active = inhibition above about 50%
Target sequence (Q1HVG2 whole entry, looked up): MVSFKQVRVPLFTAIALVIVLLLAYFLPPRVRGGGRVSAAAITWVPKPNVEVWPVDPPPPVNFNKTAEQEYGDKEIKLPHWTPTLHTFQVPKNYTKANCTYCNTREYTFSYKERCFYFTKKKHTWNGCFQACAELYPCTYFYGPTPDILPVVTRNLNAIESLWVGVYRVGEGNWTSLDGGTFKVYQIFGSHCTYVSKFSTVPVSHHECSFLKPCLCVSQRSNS
NCF1 inh = inhibitors of human p47phox binding | P14598 | p47phox/p22phox peptide binding, fluorescence polarization, 2 h | inhibition, % at 24.7 µM | actives 0.53% (n = 220,000) | AID 1274;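 active = inhibition above about 30%, limit read from the data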;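 note: 0% = p47phox with labelled peptide and 100% = labelled peptide alone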
Active calls of the source: *; · = not tested or not shown. This is a random part of the collection (roughly 5.9% active in at least one column).

item | SMILES | EBV gp42 block | Runt-SMMHC FRET | TRPML3 ag | NCF1 inh | TRPN1 ag
1 | CCCCn1c(=N)n(CC(=O)c2ccco2)c2ccccc21 | -2 | 1 | -0.6 | -5 | 0.3
2 | COC(=O)c1[nH]c2ccc(C)cc2c1NC(=O)C1=COCCO1 | -9 | 1 | 0.6 | -9 | 0.4
3 | O=c1c2ccccc2nc2n1C(CSc1ccc(F)cc1)CS2 (centres undefined) | -1 | 1 | 0.7 | -2 | 1.1
4 | Cc1cc(=O)oc(C)c1C(=O)NCCCN1CCN(c2ccccc2F)CC1 | -20 | -4 | -0.6 | 3 | -0.6
5 | Cc1nn(-c2ccc(F)cc2)c2nc(N)c(C#N)c(-c3cccs3)c12 | -3 | 0 | 0.2 | -54 | 0.7
6 | COc1ccc(/C(N)=N/OC(=O)c2cccc([N+](=O)[O-])c2)cc1 | -16 | 0 | 0.5 | -4 | 0.8
7 | COc1ccc(Cl)cc1S(=O)(=O)N1CCC(O)(c2ccc(Cl)cc2)CC1 | 7 | -1 | 0.5 | 6 | -2.0
8 | O=c1cc(O)nc(SCc2ccccc2)n1-c1ccc(Cl)cc1 | -2 | -3 | 0.5 | -27 | 0.5
9 | O=C(O)c1cccc(Nc2nc(N3CCOCC3)nc(N3CCOCC3)n2)c1 | -25 | 3 | -0.5 | -17 | 0.1
10 | CN1CCN(Cn2cc(/C=C/C(=O)c3ccccc3)c3ccccc32)CC1 | -38 | -3 | 0.1 | -31 | -0.8
11 | CCOC(=O)c1c(-c2ccc(Cl)cc2)csc1NC(=O)CNCc1ccco1 | -18 | -4 | -0.3 | -22 | 3.0
12 | O=C(CNC(=S)N(Cc1ccccc1)Cc1cccnc1)NC1CC1 | 8 | -1 | 0.5 | -17 | 1.0
13 | O=C(N1CCN(c2ccccc2F)CC1)C1(c2cccs2)CCOCC1 | -8 | 3 | -0.5 | 1 | -0.5
14 | COc1ccc(/C=C/C(=O)NC(=S)N2CCN(c3ccccn3)CC2)cc1OC | -14 | 3 | 0.2 | 0 | -0.1
15 | CCn1c(SCC(=O)N2CCN(c3ccccc3)CC2)nnc1-c1cc2cc(Cl)ccc2o1 | -17 | 0 | 1.2 | -2 | 0.3

item | TNF necrop inh | CHOP inhibitor | PPC-1+TRAIL kill | Mdm2 ligase inh
1 | -0.2 | -21 | 6 | -7
2 | -2.8 | -3 | -9 | -12
3 | -0.5 | -6 | 2 | -8
4 | 3.7 | -12 | 15 | -6
5 | -0.7 | 100* | 18 | -3
6 | -2.0 | 45 | 7 | -4
7 | 0.4 | 20 | 3 | -5
8 | 0.2 | 5 | -10 | -1
9 | -1.2 | 35 | 4 | -17
10 | -7.2 | -30 | 6 | 2
11 | 0.4 | 46 | 17 | ·
12 | 1.1 | -14 | 22 | 2
13 | 1.2 | -2 | 21 | -10
14 | 0.8 | 12 | 7 | 16
15 | -0.7 | 25 | 1 | 4

The list goes on:
item | SMILES | EBV gp42 block | Runt-SMMHC FRET | TRPML3 ag | NCF1 inh | TRPN1 ag
16 | CNC(=O)c1ccccc1NC(=O)c1cccc(S(=O)(=O)N2CCCCC2)c1 | -1 | 4 | 0.3 | -15 | 0.1
17 | O=C(C1CCCO1)N1CCN(C(c2ccccc2)c2ccccc2)CC1 (centres undefined) | 4 | 7 | -0.6 | -8 | -0.3
18 | CCn1cc(C(=O)NC2CCCCCC2)c2cc(OC)c(OC)cc2c1=O | -15 | 1 | 0.2 | 1 | -1.0
19 | COc1ccc(C2C3=C(N=C4SCC(=O)N42)c2ccccc2CC3)cc1OC (centres undefined) | -2 | 2 | 0.6 | 27 | 0.2
20 | CCOC(=O)C1=C(CN2CCCCCC2)NC(=O)NC1c1cccc([N+](=O)[O-])c1 (centres undefined) | -1 | 1 | 0.1 | -1 | -0.6
21 | CN(C)c1ccc(P(=O)(OCc2ccccc2)C(O)c2ccccc2F)cc1 (centres undefined) | -7 | 3 | -0.3 | -14 | 0.7
22 | Cc1ccsc1/C=C/c1ccc2ccccc2n1 | -9 | -9 | -0.8 | -10 | -0.9
23 | COc1ccc(N=C2S/C(=C\c3ccc(C)o3)C(=O)N2CC(C)C)cc1 | -23 | -11 | 0.7 | 0 | -0.1
24 | COc1ccc(Cl)cc1NC(=S)N1CCN(S(C)(=O)=O)CC1 | -2 | 0 | 1.1 | -9 | 0.0
25 | COC(=O)CSc1nnc(-c2ccoc2C)n1-c1ccc(OC)cc1 | -4 | -3 | -0.8 | -3 | 1.3
26 | O=C(Cc1nc2ccccc2[nH]1)NCc1ccco1 | -1 | 10 | 0.2 | 7 | -0.6
27 | Brc1ccc(N=Cc2ccccn2)cc1 | -8 | -3 | 1.3 | -7 | 1.4
28 | NS(=O)(=O)c1ccc(N/C=C\C(=O)c2ccc3ccccc3c2)cc1 | -101 | -62 | 0.6 | -16 | 0.3
29 | CCN(CC)C(=O)C1CCCN(Cc2ccc(OC)c(C)c2)C1 (centres undefined) | 4 | 4 | 0.8 | 0 | 0.1
30 | Cc1ccccc1OCC(=O)Nc1ccc2c(c1)C(=O)c1ccccc1C2=O | -18 | -4 | 0.8 | 1 | 1.1

item | TNF necrop inh | CHOP inhibitor | PPC-1+TRAIL kill | Mdm2 ligase inh
16 | 1.8 | 13 | 10 | -21
17 | -0.5 | 16 | 2 | -8
18 | -1.0 | -14 | 4 | -3
19 | -6.9 | 46 | 0 | -13
20 | 0.4 | -12 | 25 | -24
21 | 2.3 | 0 | 13 | -99
22 | -4.7 | 45 | 27 | -42
23 | -0.1 | -3 | 13 | -8
24 | 1.4 | -7 | 19 | -2
25 | -3.0 | 39 | 16 | -9
26 | 0.0 | 22 | 9 | 13
27 | -8.8 | -16 | -20 | 4
28 | 0.3 | -26 | 17 | -8
29 | 2.1 | -12 | 34 | -8
30 | 1.0 | 17 | 6 | -7

Rewritten as tab-separated lines: part of the list above
No.	SMILES	EBV gp42 block	Runt-SMMHC FRET	TRPML3 ag	NCF1 inh	TRPN1 ag	TNF necrop inh	CHOP inhibitor	PPC-1+TRAIL kill	Mdm2 ligase inh
16	CNC(=O)c1ccccc1NC(=O)c1cccc(S(=O)(=O)N2CCCCC2)c1	-1	4	0.3	-15	0.1	1.8	13	10	-21
17	O=C(C1CCCO1)N1CCN(C(c2ccccc2)c2ccccc2)CC1 (centres undefined)	4	7	-0.6	-8	-0.3	-0.5	16	2	-8
18	CCn1cc(C(=O)NC2CCCCCC2)c2cc(OC)c(OC)cc2c1=O	-15	1	0.2	1	-1.0	-1.0	-14	4	-3
19	COc1ccc(C2C3=C(N=C4SCC(=O)N42)c2ccccc2CC3)cc1OC (centres undefined)	-2	2	0.6	27	0.2	-6.9	46	0	-13
20	CCOC(=O)C1=C(CN2CCCCCC2)NC(=O)NC1c1cccc([N+](=O)[O-])c1 (centres undefined)	-1	1	0.1	-1	-0.6	0.4	-12	25	-24
21	CN(C)c1ccc(P(=O)(OCc2ccccc2)C(O)c2ccccc2F)cc1 (centres undefined)	-7	3	-0.3	-14	0.7	2.3	0	13	-99
22	Cc1ccsc1/C=C/c1ccc2ccccc2n1	-9	-9	-0.8	-10	-0.9	-4.7	45	27	-42
23	COc1ccc(N=C2S/C(=C\c3ccc(C)o3)C(=O)N2CC(C)C)cc1	-23	-11	0.7	0	-0.1	-0.1	-3	13	-8
24	COc1ccc(Cl)cc1NC(=S)N1CCN(S(C)(=O)=O)CC1	-2	0	1.1	-9	0.0	1.4	-7	19	-2
25	COC(=O)CSc1nnc(-c2ccoc2C)n1-c1ccc(OC)cc1	-4	-3	-0.8	-3	1.3	-3.0	39	16	-9
26	O=C(Cc1nc2ccccc2[nH]1)NCc1ccco1	-1	10	0.2	7	-0.6	0.0	22	9	13

Other records
item | SMILES | EBV gp42 block | Runt-SMMHC FRET | TRPML3 ag | NCF1 inh | TRPN1 ag
31 | CN(C)CCNc1c2c(nc3nnnn13)CCCC2 | -9 | 0 | 1.1 | -11 | 1.0
32 | CCN(CC)C(=O)CSc1nc2ccccc2c(=O)n1CC | 0 | 2 | -0.1 | -2 | -0.1
33 | O=C(N/N=C/c1ccc(F)cc1)c1cc(-c2ccc3c(c2)OCO3)n[nH]1 | -34 | 2 | 0.2 | -15 | 0.1
34 | CC1(c2cccs2)CC(c2cccs2)=C(C#N)C(=O)N1 (centres undefined) | -1 | -1 | 0.3 | -6 | -0.2
35 | COc1ccc(C(=O)/C=C/Nc2ccc([N+](=O)[O-])cc2)cc1 | -37 | -122 | 0.5 | -3 | 0.4
36 | Cc1ccc(NC(=O)CC2NCCNC2=O)cc1Cl (centres undefined) | -14 | -7 | 0.7 | -2 | 0.6
37 | CN(C)C(=O)CSC1c2ccccc2C(=O)N1c1ccccc1 (centres undefined) | 16 | 0 | 0.5 | -3 | 0.0
38 | CCCc1cc(-c2n[nH]c(=S)n2CC(C)C)cs1 | -7 | 4 | 0.0 | -7 | -2.0
39 | Cc1c(Cl)cccc1NC(=O)CCC(=O)NNC(=O)CCC(=O)O | 4 | 3 | 0.8 | -10 | 1.2
40 | COC(=O)Nc1sc2c(c1C(N)=O)CCCCCC2 | -25 | 0 | -0.5 | -3 | 0.1
41 | CCOc1ccc(Cn2nnc(C(=O)NCc3ccccc3)c2N)cc1 | -17 | -1 | 4.1 | -9 | 12
42 | CC(=O)c1ccc(Nc2cnn(C34CC5CC(CC(CC(=O)O)(C5)C3)C4)c(=O)c2Cl)cc1 | 9 | 0 | 0.3 | 1 | 0.7
43 | COc1ccc(-c2cc(C(=O)Nc3cc(OC)cc(C(=O)Nc4cccc(C(F)(F)F)c4)c3)[nH]n2)cc1 | -31 | 0 | · | -22 | ·
44 | CCN(CC)C(=O)Nc1ccc(Br)cc1 | -3 | 2 | 0.2 | 1 | 1.1

item | TNF necrop inh | CHOP inhibitor | PPC-1+TRAIL kill | Mdm2 ligase inh
31 | 0.3 | 4 | 6 | -11
32 | 0.1 | 53 | 17 | -8
33 | -2.7 | 0 | 2 | 0
34 | -2.4 | 24 | -3 | 7
35 | 1.5 | -32 | 32 | 0
36 | 1.2 | -5 | 25 | -6
37 | -2.0 | -4 | 1 | -5
38 | 0.4 | 45 | 6 | 2
39 | 1.4 | 25 | 20 | -2
40 | 0.1 | -3 | 24 | 1
41 | 1.0 | -11 | -13 | -6
42 | 1.3 | -2 | 5 | -17
43 | 1.8 | 23 | 26 | 22
44 | 0.5 | -2 | 6 | -5

High-throughput results (PubChem)
